Compound activity as filed in PubChem.
D2 antagonist: antagonists of human D2 dopamine receptor | P14416 | HEK293 TREx D2 cells, calcium flux, dopamine EC80 | inhibition, % at 10 µM | hit rate 2% among 340,000; in the data active = inhibition above about 30%; also: 0% is about no effect
Target sequence (P14416 whole entry, looked up): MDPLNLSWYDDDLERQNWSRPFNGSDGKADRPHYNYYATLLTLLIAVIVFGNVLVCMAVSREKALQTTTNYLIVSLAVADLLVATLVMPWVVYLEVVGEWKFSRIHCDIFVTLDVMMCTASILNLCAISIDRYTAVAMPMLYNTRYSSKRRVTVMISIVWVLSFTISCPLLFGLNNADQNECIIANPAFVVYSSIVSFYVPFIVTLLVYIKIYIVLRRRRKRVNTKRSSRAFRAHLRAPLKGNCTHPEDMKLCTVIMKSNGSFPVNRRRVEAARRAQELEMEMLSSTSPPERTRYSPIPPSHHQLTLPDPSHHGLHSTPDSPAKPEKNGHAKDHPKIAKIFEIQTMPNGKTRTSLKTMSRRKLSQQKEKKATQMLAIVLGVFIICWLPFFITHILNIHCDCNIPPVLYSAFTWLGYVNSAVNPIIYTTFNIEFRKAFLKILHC
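Dopamine at EC80 is the agonist stimulus; test compounds precede it by 180 s. Calcium flux read kinetically in a force-coupled, inducible HEK293 T-REx D2 cell line.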
D1 agonist: activates the human D1 dopamine receptor. P21728. HEK293 T-REx D1 cells, calcium flux, agonist mode. activation, % at 2 µM. hit rate 1% among 360,000. AID 504660; also: 0% is about no effect
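Tetracycline-induced HEK293 TREx D1 cells, force-coupled to calcium signalling, were dye-loaded with a no-wash calcium kit. Compound was pin-added after a 10 s baseline. Fluorescence was read kinetically at 1 cycle/s for 180 s, with calcium rises flagged as agonism.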
D2 potentiator: positive allosteric modulators of human D2 dopamine receptor. AID 485347. hit rate 0.34% among 340,000. potentiation, % at 10 µM. P14416. HEK293 T-REx D2, calcium flux, EC20 dopamine potentiation;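 active = potentiation over 3 SD above the plate norm, cut at about 30% in these data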; also: 0% is about no effect
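Calcium flux readout, no-wash dye, 1 read/s. Inducible HEK293 Trex D2 line, overnight 30 C. Compound alone 180 s (agonist flags), then EC20 dopamine, another 180 s to score potentiation.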
TRHR ag: activates the human TRH receptor. P34981. TRHR cells, calcium flux fluo-8, FDSS agonist mode. activation, % at 2 µM. hit rate 0.18% among 360,000; also: 0% is about no effect
Target sequence (P34981 whole entry, looked up): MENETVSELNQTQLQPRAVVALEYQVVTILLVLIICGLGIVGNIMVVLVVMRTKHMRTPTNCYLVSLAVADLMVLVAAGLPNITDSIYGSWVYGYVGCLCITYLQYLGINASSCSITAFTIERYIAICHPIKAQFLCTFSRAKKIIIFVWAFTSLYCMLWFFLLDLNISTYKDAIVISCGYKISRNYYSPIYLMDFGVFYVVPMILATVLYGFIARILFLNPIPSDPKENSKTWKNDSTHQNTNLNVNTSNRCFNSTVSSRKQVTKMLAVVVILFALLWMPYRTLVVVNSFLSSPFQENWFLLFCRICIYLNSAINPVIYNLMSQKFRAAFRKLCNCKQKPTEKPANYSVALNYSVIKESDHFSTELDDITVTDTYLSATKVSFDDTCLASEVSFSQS
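TRHR-expressing cells, plated overnight in medium with 10% serum, were loaded with fluo-8 calcium dye at room temperature. After a 10 s baseline, library compound was pin-added and calcium release was recorded kinetically (ex 480/em 530) as agonist response.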
TRHR enhancer: allosterically enhances the human TRH receptor; AID 493056; P34981; hit rate 0.66% among 360,000; TRHR cells, fluo-8 calcium fluorescence, EC20 TRH enhancement; enhancement, % at 2 µM; in the data active = enhancement above about 30%; also: 0% is about no effect
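Enhancer read-out: after compound pinning and an initial kinetic agonist-mode read, an EC20 of TRH (10 nM final) was injected and fluo-8 calcium signal (Ex 480/Em 530) followed at 1 s/cycle for 100 cycles in TRHR-expressing cells.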
D1 antag: antagonists of human D1 dopamine receptor; P21728; HEK293 TREx D1 cells, calcium flux, dopamine EC80; hits give low values; activity change, negative = inhibition, % at 10 µM; hit rate 3.2% among 360,000; AID 504652; in the data active = activity change below about -30%; also: % is scaled to controls: 0 for no effect and ±100 for the full control effect
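Kinetic fluorescence of a calcium dye serves as the read-out. D1-expressing Hek293 Trex cells, induced overnight at 30 C, are exposed to compound for 180 s before an EC80 dopamine addition, then read 180 s further.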
D1 PAM: enhances dopamine response at the human D1 receptor. HEK293 TREx D1 cells, calcium flux, dopamine EC20 potentiation. potentiation, % at 10 µM. hit rate 0.036% among 360,000. AID 504651; in the data active = potentiation above about 30%; also: 0% is about no effect
RXFP1 antag: antagonists of human relaxin receptor RXFP1; Q9HBX9; HEK293-RXFP1, relaxin-stimulated cAMP HTRF, 30 min; hits give low values; activity change, negative = inhibition, % at 57.5 µM; hit rate 0.59% among 350,000; AID 1259400;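 active = activity change of -60% or lower, but not beyond a set lower limit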; also: % is scaled to controls: 0 for no effect and ±100 for the full control effect
D2 agonist: activates the human D2 dopamine receptor. AID 485358. HEK293 T-REx D2 cells, calcium flux agonist mode. hit rate 0.53% among 340,000. P14416. activation, % at 2 µM;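 active = activation over 3 SD above normal in the single-dose calcium agonist read, cut at about 30% in these data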; also: 0% is about no effect
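HEK293 Trex D2 cells, tetracycline-induced, o/n 30 C 5% CO2; no-wash Ca dye, RT 30–90 min; 10-cycle baseline, 23 nl cpd added, kinetic Ca read 180 s; agonist hits = positive Ca response.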
Starred values were filed as active, the others as inactive; / = no result given. Rule as the data show it, unless noted: active = activation above about 30%; inactive = the rest.

A first look:
SMILES	D2 antagonist	D1 agonist	D2 potentiator	TRHR ag	TRHR enhancer	D1 antag	D1 PAM	RXFP1 antag	D2 agonist
COCCNC(=O)c1ccc(-n2c(SCc3cc(F)ccc3F)nc3ccccc3c2=O)cc1	0	9	1	0.3	2	4	2	/	4.4
Cc1ccc(C)c(NC(CC(=O)c2ccccc2)C(=O)OCC(=O)c2cccs2)c1 (stereo not drawn)	-2	0	9	0.3	-7	-5	0	0	-0.5
CCCCN(CCCC)c1cn[nH]c(=O)c1Cl	13	-1	-1	0.4	-2	11	1	8	-0.2
Cc1ccc(-n2cc(CNCCN3CCOC3=O)c(-c3ccc(F)cc3)n2)cc1	13	20	10	1.8	3	6	-4	5	2.6
Cc1nc2ccccc2c(=O)n1NC(=O)c1cc(Br)ccc1Cl	-1	2	-1	-0.6	1	-1	5	12	1.0
COc1ccccc1NC(=O)C1=C(C)Nc2nc(SCc3ccccc3)nn2C1c1ccncc1 (stereo not drawn)	/	2	4	0.1	6	7	1	/	-0.8

The list itself (from the top)
SMILES	D2 antagonist	D1 agonist	D2 potentiator	TRHR ag	TRHR enhancer	D1 antag	D1 PAM	RXFP1 antag	D2 agonist
COCCNC(=O)c1ccc(-n2c(SCc3cc(F)ccc3F)nc3ccccc3c2=O)cc1	0	9	1	0.3	2	4	2	/	4.4
Cc1ccc(C)c(NC(CC(=O)c2ccccc2)C(=O)OCC(=O)c2cccs2)c1 (stereo not drawn)	-2	0	9	0.3	-7	-5	0	0	-0.5
CCCCN(CCCC)c1cn[nH]c(=O)c1Cl	13	-1	-1	0.4	-2	11	1	8	-0.2
Cc1ccc(-n2cc(CNCCN3CCOC3=O)c(-c3ccc(F)cc3)n2)cc1	13	20	10	1.8	3	6	-4	5	2.6
Cc1nc2ccccc2c(=O)n1NC(=O)c1cc(Br)ccc1Cl	-1	2	-1	-0.6	1	-1	5	12	1.0
COc1ccccc1NC(=O)C1=C(C)Nc2nc(SCc3ccccc3)nn2C1c1ccncc1 (stereo not drawn)	/	2	4	0.1	6	7	1	/	-0.8
O=C(NCc1ccccc1)C1(c2cccc(F)c2)CCCC1	20	-3	-3	-0.9	-3	1	3	-6	-0.9
COC/C=C/C1=CC2=CC(=O)C(C)(OC(=O)c3ccco3)C(=O)C2=CO1 (stereo not drawn)	10	4	16	1.1	13	2	9	/	-0.3
CCc1ccc2oc(=O)cc(CN3CCN(Cc4ccccc4)CC3)c2c1	39*	1	-21	0.2	-5	6	-4	8	-0.1
CCOC(=O)N1CCC(N(CCN(C)C)C(=S)Nc2cc(Cl)ccc2C)CC1	16	12	4	-0.1	0	21	16	-29	-1.4
O=C(/C=C/c1ccc2c(c1)OCO2)N1CCN(c2ccccc2F)CC1	-7	1	-10	-1.3	-3	-25	-7	3	-0.6
COc1ccc(Cn2c(=O)n(-c3ccc(OC)cc3)c(=O)c3c2c2cc(OC)ccc2n3C)cc1	/	7	-8	0.5	-2	-9	2	-3	1.3
O=C1OC(Nc2nccs2)c2ccccc21 (stereo not drawn)	-7	5	5	0.1	-11	-6	0	-6	-0.2
CCOc1ccccc1NC(=O)COC(=O)c1c(CC)noc1C	13	5	-6	0.5	-1	-5	-4	0	-0.2
COc1ccc(/C=C/C(=O)c2cc(F)ccc2OC(=O)c2ccccc2OC)cc1OC	0	4	/	0.5	-1	4	-4	7	0.5
CC1CCc2cc(F)ccc2N1C(=O)c1ccncc1 (stereo not drawn)	-8	4	-2	0.2	1	3	3	-5	1.0
Cc1ccc2c(c1)N(S(=O)(=O)c1ccc(F)cc1)C(C(C)(C)C)CO2 (stereo not drawn)	-9	6	10	0.5	-1	-40*	8	-11	0.1
COc1ccc(CC(=O)Nc2cccc(-c3ccc4nnc(C)n4n3)c2)cc1OC	/	0	-1	-0.6	-4	-15	-10	-6	/
CCN(CC)CCCNC(=O)C(C)Sc1nc(-c2ccccc2)cc(C(F)(F)F)n1 (stereo not drawn)	31*	2	-8	0.0	1	1	-4	9	-0.2
CCOc1ccc(NS(=O)(=O)c2ccc3[nH]cc(C(=O)N(CC)CC)c(=O)c3c2)cc1	-4	-1	6	0.0	-1	21	-2	-2	-3.4
CCCCn1cnc2sc(-c3ccccc3)cc2c1=O	/	4	/	1.1	-14	-12	0	-5	/
Cc1ccc(NC(=O)Cn2nc(-c3ccccc3Cl)ccc2=O)c(Br)c1	/	18	/	0.3	-4	-4	-3	-12	/
O=C(Cc1n[nH]c(=O)[nH]c1=O)N/N=C/c1cccc(O)c1	4	1	14	-0.7	2	-1	-3	-3	0.6
CCc1c(C)nc(SCC(=O)Nc2ccc3c(c2)OCCO3)[nH]c1=O	-10	1	2	12	-8	10	1	-9	0.3
CCN(C(=O)COC(=O)c1ccc2c(c1)OCO2)c1c(N)n(Cc2ccccc2)c(=O)[nH]c1=O	-12	3	6	0.1	3	1	6	-11	0.3
CCN(CC(=O)Nc1c(F)cccc1F)C(=O)c1ccc(N2CCCCC2)c([N+](=O)[O-])c1	-4	-1	-2	1.1	-1	-9	0	-6	1.0
CCCCC(=O)NCCNC(=O)c1cc(OCC(F)(F)F)ccc1OCC(F)(F)F	-8	0	8	-0.3	5	/	-1	3	1.2
CCS(=O)(=O)Nc1ccc(-c2nnc(SCC(=O)c3cccc(OC)c3)o2)cc1	-23	2	-6	-0.2	-1	2	-3	-9	-1.6
Cc1ccc(C(=O)NCC(=O)OCN2C(=O)c3ccccc3C2=O)cc1C	-25	2	3	-0.2	17	3	-10	6	1.2
COCCNC(=O)C1CCC(CNS(=O)(=O)c2c(C)cc(C)cc2C)CC1 (stereo not drawn)	-9	8	11	-1.0	-2	2	-8	1	-0.5
S=c1[nH]nc(COc2ccccc2)n1/N=C/c1ccco1	-6	0	11	-0.4	0	/	-5	-7	2.4
CCCn1ncc2c(Nc3ccc(C)c(C)c3)ncnc21	-1	0	-9	-0.5	-3	14	2	13	-0.5
O=C(COC(=O)C1CCC(=O)N1)Nc1ccc(Oc2ccccc2)cc1 (stereo not drawn)	-3	0	3	0.7	3	0	-2	-6	0.8
O=C(N/N=C/c1cccnc1)c1cccc(NC(=O)c2ccccc2Cl)c1	5	-1	12	-0.1	1	-4	5	-6	0.7
CCc1ccc2nc(N(CCCN(C)C)C(=O)c3ccc4c(c3)OCCO4)sc2c1	-3	54*	0	1.8	1	-35*	-11	-35	2.0
Cc1cccc(NC(=O)COC(=O)c2ccc(S(=O)(=O)N3CCCC3)cc2)c1	/	10	/	1.3	0	6	-4	-23	/
COc1ccc(NC(=O)CN(c2cccc(C(F)(F)F)c2)S(C)(=O)=O)cc1OC	-3	1	5	-0.4	-8	/	-1	4	0.4
COc1cccc(-c2csc3ncnc(Sc4nnnn4C)c23)c1	/	5	/	-0.5	6	3	-1	/	/
CC(=O)Nc1ccc(C(=O)COC(=O)c2ccco2)c(F)c1	-2	7	-9	0.3	-2	-1	6	-13	-0.2
COc1ccc(OC)c2[nH]c(=O)c(CCNS(=O)(=O)c3ccc(C)cc3)cc12	-7	2	9	-1.2	6	-1	4	-2	-2.8
Cn1nnnc1SCc1ccc(C(=O)Nc2ccccc2F)cc1	-10	2	-6	1.6	4	-20	2	-6	0.4
CN(CC(=O)NCCc1ccccc1)S(=O)(=O)c1ccc(Br)s1	4	7	3	-1.2	3	-26	5	12	-2.3
O=C(Cc1c[nH]c2ccccc12)NC1(C(=O)NC2CCCCC2)CCCCC1	12	3	7	2.5	-9	-3	11	-6	3.2
O=C(CN(Cc1ccccc1)S(=O)(=O)c1ccc(F)cc1)NCCC1=CCCCC1	-2	7	-4	5.6	-8	-5	-7	-16	0.7
S=c1[nH]nc(-c2ccc(Cl)cc2)n1/N=C/C=C/c1ccco1	8	1	4	-0.3	0	14	-9	-39	-1.1
CCOC(=O)CCSc1nc(N2CCOCC2)c2c(c1C#N)CC(C)(C)OC2	-31	0	3	-0.3	1	9	-8	-10	0.4
NC(=O)c1ccccc1NS(=O)(=O)c1ccc(S(=O)(=O)N2CCCC2)cc1	13	5	2	0.0	-3	-4	1	1	3.6
CC(NC(=S)Nc1ccc(F)cc1)c1ccccc1 (stereo not drawn)	-6	17	7	0.8	4	-25	-1	3	-0.3
Cc1cccc(CN2C(=O)c3ccccc3Sc3ccc(C(=O)NC4CCCCC4)cc32)c1	/	1	-5	0.8	0	-11	-2	-31	0.3
CCc1ccc(C(=O)NNC(=O)C2CC(=O)N(c3ccc4c(c3)OCCO4)C2)cc1 (stereo not drawn)	-42	1	-6	0.1	5	-13	/	-1	-0.1
COc1ccc(NC(=O)N2CCCC(C(=O)Nc3ccccc3OC)C2)cc1 (stereo not drawn)	8	0	15	-0.3	2	0	3	1	-0.4
CCc1ccc(C2=CC(c3cccc(Br)c3)n3nnnc3N2)cc1 (stereo not drawn)	/	3	-12	0.2	-2	25	-4	-14	1.1
CCCSc1ccc(-c2nn(-c3ccccc3)cc2/C=C(/C#N)C(=O)NCCCOC)cc1	15	3	6	0.2	0	12	2	-4	0.4
CCOC(=O)/C(=C\c1ccc([N+](=O)[O-])cc1)C(=O)c1cc(C(C)=O)c(Nc2ccccc2)s1	-9	1	1	-0.3	10	-3	-2	-18	-0.2
Nc1nc(CSc2ccc(Cl)cc2)nc(N2CCCCC2)n1	27	3	6	-0.3	2	0	3	-30	-0.7
CC1(C)CC(=O)C(C(c2ccco2)C2C(=O)CC(C)(C)CC2=O)C(=O)C1	4	5	10	0.1	39*	3	-2	-15	-0.1
Cc1nn(-c2ccccc2)c(C)c1C(=O)OCC(=O)N(C)C1CCS(=O)(=O)C1 (stereo not drawn)	38*	2	0	-0.1	-3	-19	0	-8	1.3
CCc1sc(C(=O)NNC(=O)CNC(=O)c2ccccc2F)cc1C	12	5	2	0.3	-3	15	6	12	0.2
Cc1ccc(C(=O)Nc2ccn(C)n2)cc1	-19	0	9	-3.0	8	-13	-4	-6	-0.8
COc1cccc(Cn2cnc3c(NS(=O)(=O)c4ccc(Cl)cc4Cl)c(C)c(C)cc32)c1	-14	6	19	-0.1	1	-5	13	-8	0.3

The final 2 records of the part above lead into the next:
SMILES	D2 antagonist	D1 agonist	D2 potentiator	TRHR ag	TRHR enhancer	D1 antag	D1 PAM	RXFP1 antag	D2 agonist
Cc1ccc(C(=O)Nc2ccn(C)n2)cc1	-19	0	9	-3.0	8	-13	-4	-6	-0.8
COc1cccc(Cn2cnc3c(NS(=O)(=O)c4ccc(Cl)cc4Cl)c(C)c(C)cc32)c1	-14	6	19	-0.1	1	-5	13	-8	0.3
COc1ccc(CC2(C)OC(c3ccc(C)cc3)=NN2C(C)=O)cc1 (stereo not drawn)	-2	6	6	-0.8	8	13	-5	-22	-1.3
COc1ccc2nc(COC(=O)c3cccs3)c(C(C)=O)[n+]([O-])c2c1	-3	5	-9	0.7	-1	-1	-1	-1	-1.2
O=S(=O)(NCCCCCNS(=O)(=O)c1ccccc1)c1ccccc1	-29	6	7	-1.0	-5	-18	-5	10	-1.0
CC(=O)N1CCc2ccc(S(=O)(=O)Nc3ccccc3Cl)cc21	17	9	-6	0.4	1	-3	-4	3	0.0
